MT stabilizer = microtubule stabilizers in HeLa cells, primary screen, imaging, high-content imaging. HeLa tubulin immunostaining HCS, 24 h; share of cells brighter than vehicle mean+2SD. % tubulin-high responders, % at 10 µM. 0.83% of 200,000 active. AID 2205, 2009;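 active means plate Z-score above 3 for both tubulin-high and condensed-nucleus cell shares, with cell loss under 80%, at 10 µM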;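 further: anti alpha tubulin signal scored within the nucleus-defined area of each cell; some results filed as inactive read as strong as hits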
Dynein transport = inhibitors of GR-EGFP nuclear translocation, primary screen, dynein cargo transport inhibitor project, imaging, high-content, 3617.4 mouse cells | z-score, hits read low | 0.47% of 220,000 active | test concentration mostly 20 µM; stimulated with dexamethasone, 1 µM; stronger effect = lower value | AID 1381, 2008;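 active means plate z-score of nuclear minus cytoplasmic receptor signal below a set negative limit, without overly bright fluorescence or cell loss, cut at about -3.5 in these data, passing the limit was not always enough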;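 further: z-score of nuclear minus cytoplasmic ring GR-EGFP intensity difference per well; some compounds called inactive have numbers as strong as hits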
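Buffer or medium: tetracycline-free induction medium containing charcoal-stripped FBS / Reagent: dexamethasone agonist, 1.0 µM final, for 30 min / Technique: automated 10x imaging of fixed Hoechst-stained cells / Times: induction 48 h, compound 1 h, agonist 30 min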
WT yeast gro inh = growth inhibition of WT strain, primary screen, mitochondrial fusion inhibitor project, WT and mutant strains, chemical genetic; mitochondrial fusion phenotypic screen; AID 1362, 2008; inhibition, % at 10 µM; 2.1% of 190,000 active; in the data active means inhibition above about 58%; tested in S. cerevisiae
Insulin prom up = insulin promoter activators in MIN6 cells, imaging, high-content screening, mouse beta cells | MIN6 insulin promoter-GFP reporter; stronger effect = higher value | z-score at 5 µM | 0.3% of 190,000 active | AID 1625, 2009;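 active means z-score above 3 at 5 µM with at least 500 cells counted in the well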
ER stress rescue = rescue of cells from ER stress-induced death, primary screen, 384-well, CSM14.1, thapsigargin, ATP luminescence (AID 1222); CSM14.1 thapsigargin-induced death rescue, ATP luminescence; higher % means a stronger effect; one-dose cellular ATP content (survival), % at 20 µM; EC50 in µM for titrated hits; 190,000 tested, under 10 active;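 active means EC50 below 50 µM in the dose-response confirmation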;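 further: death triggered by thapsigargin at about 15 µM added after 2 h compound pretreatment; cell ATP read after overnight thapsigargin exposure of roughly 18 to 22 hours; normalized against plate controls of thapsigargin alone and 5% DMSO vehicle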
b-catenin transl = modulators of beta-catenin nuclear translocation, primary screen, imaging, HeLa cells, immunofluorescence, high-content | nuclear translocation activity, % at 5 µM | 0.3% of 190,000 active | AID 1665, 2009;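 active means nuclear translocation activity above 50% at 5 µM, with a well cell count of 50 or more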;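 further: per-cell ratio of nuclear to cytoplasmic median beta-catenin stain intensity; plate controls were DMSO negative control for no effect and GSK-3 inhibitor IX positive control for full effect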
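Test system: human HeLa cells, endogenous beta-catenin. Times: 24 h compound exposure, 37°C. Measured by: beta-catenin immunofluorescence imaging with DAPI.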
Autophagy mod = autophagy modulators in MEF cells, primary screen, imaging, high-content, MEF GFP-LC3. 0.98% of 190,000 active. MEF GFP-LC3 puncta imaging; test concentration mostly 10 µM. calls only at 10 µM (by protocol);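 active means percentage of spot-positive cells more than 3 SD above its plate mean, without a fluorescence outlier flag or 80% toxicity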;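 further: spot-positive cell cutoff set from DMSO-treated cells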
XIAP displacement = XIAP antagonists, biochemical, IAP family, fluorescence polarization (AID 1018); E3 ubiquitin-protein ligase XIAP (Homo sapiens); XIAP BIR domain, fluorescence polarization peptide displacement; higher % means a stronger effect; one-dose displacement, % at 20 µM; IC50 in µM for titrated hits; 0.007% of 200,000 active; in the data active means displacement above about 50%; further: a part of the inactive calls stands beside numbers as strong as those of hits
Hep lipid drop = inhibitors of hepatocyte lipid droplet formation, primary screen, imaging, high-throughput imaging, BODIPY stain; AML12 mouse hepatocytes, oleate lipid droplets; inhibition, % at 6.5 µM; 0.4% of 240,000 active;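 active means lipid droplet intensity inhibited by at least 50%, with more than 500 cells counted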
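Material – mouse AML12 hepatocyte cell line, fixed after treatment · Compound dosing – one dose, 6.5 µM compound · Times – compound with oleate, overnight · Measured by – Image-based BODIPY and DAPI two-channel analysis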
WT yeast gro inh mutant strain = further read-out of WT yeast gro inh, marked with its call; inhibition, %; mitochondrial fusion phenotypic screen, mutant strain inhibition
Dynein transport cytoplasmic EGFP = recorded beside Dynein transport, whose call it bears; z-score; measured here: cytoplasmic GR-EGFP intensity; stronger effect = higher value
Dynein transport nuclear GR-EGFP = recorded beside Dynein transport, whose call it bears; z-score; measured here: nuclear GR-EGFP intensity;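 lower value marks the stronger effect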
Dynein transport cell count = further read-out of Dynein transport, marked with its call; z-score; measured here: cell count per field
Insulin prom up cell count = second read-out of Insulin prom up, no call of its own (marks repeat the call); cell count; measured here: cytotoxicity, nuclei count;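 total cells summed across four imaged fields per well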
Hep lipid drop cells 6.5 µM = second read-out of Hep lipid drop, no call of its own (marks repeat the call); cell count; measured here: cell count, cytotoxicity flag;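 cells counted across two imaged fields per well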
b-catenin transl cell count 5 µM = second read-out of b-catenin transl, no call of its own (marks repeat the call); cell count; measured here: cell count, cytotoxicity flag
MT stabilizer Hoechst-high % = second read-out of MT stabilizer, no call of its own (marks repeat the call); % Hoechst-high responders; measured here: nuclear condensation Hoechst responders;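 share of cells brighter than vehicle mean plus two SD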
MT stabilizer cytotoxicity % = further read-out of MT stabilizer, marked with its call; toxicity, %; measured here: cytotoxicity by cell density;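 0% = mean cell density of plate MIN control wells and 100% = no cells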
Autophagy mod cell loss 18 h = recorded beside Autophagy mod, whose call it bears; toxicity, %; measured here: cell loss, nuclei count;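 cell loss after 18 h compound exposure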
* marks the source's active call; other numbers are inactive results; i = inactive; nt = not tested or not shown.

SMILES	MT stabilizer	MT stabilizer Hoechst-high %	MT stabilizer cytotoxicity %	Dynein transport	Dynein transport cytoplasmic EGFP	Dynein transport nuclear GR-EGFP	Dynein transport cell count	WT yeast gro inh	WT yeast gro inh mutant strain	Insulin prom up	Insulin prom up cell count	ER stress rescue	b-catenin transl	b-catenin transl cell count 5 µM	Autophagy mod	Autophagy mod cell loss 18 h	XIAP displacement	Hep lipid drop	Hep lipid drop cells 6.5 µM
O=C(O)/C=C/C(=O)NCCc1ccccc1	2.6	2.6	5.3	0.45	-0.25	0.47	-0.85	1	-3	0.31	1170	-1.0%	-1.2	1120	i	2	-7.1%	7	698
COc1ccc(S(=O)(=O)N2CCc3ccccc32)cc1C(=O)OCc1nnc(-c2ccccc2)o1	5.5	3.5	5.3	-1.2	-0.031	-1.1	0.7	9	13	0.94	852	2.8%	0.3	1185	i	10	-4.8%	nt	nt
CN1CCN(CC(=O)O)CC1	2.8	2.4	5.5	1.5	-0.18	1.9	-0.051	13	21	0.77	917	0.2%	nt	nt	i	-15	-1.5%	9	780
CCN(CC)S(=O)(=O)c1ccc(OC)c(NC(=O)c2cc(=O)[nH]c3ccccc23)c1	1.2	1.5	0.6	-0.44	0.24	0.32	0.29	15	-6	-0.59	1234	-0.9%	-1.0	1123	i	-11	-4.6%	0	694
O=C(NC1CCCCC1)C1CCCN(S(=O)(=O)c2ccc(Br)s2)C1 (stereo not drawn)	2.8	2.5	7.7	-0.65	-0.099	-0.43	-0.47	0	7	0.06	1165	1.0%	-2.0	1075	i	3	-6.4%	23	698
CC(=O)Nc1cccc(C(=O)OCC(=O)c2ccccc2Cl)c1	1.4	2.8	4.3	-0.6	-0.19	-0.45	0.13	20	8	-0.27	1262	-1.3%	-0.4	1079	i	-7	-0.4%	-1	656
NC(=O)CSc1nnc(Cn2c(=O)sc3ccccc32)n1-c1ccccc1	5.7	1.2	3.7	-0.45	-0.17	0.099	0.35	6	7	-0.29	1219	-1.8%	-2.2	1267	i	13	-1.2%	-6	752
COc1ccc(C(=O)OCC(=O)N2CCCCC2)cc1[N+](=O)[O-]	5.6	2.9	5.9	0.2	-0.18	0.35	-0.4	-4	-5	-0.3	1309	-0.5%	-1.0	1064	i	1	-2.4%	7	722
Cc1nn(-c2ncc(C(F)(F)F)cc2Cl)c(=O)n1-c1c(F)cccc1F	4.0	2.2	4.6	-0.17	-0.26	-0.15	0.15	-14	1	0.11	1261	nt	-2.1	1101	i	34	-1.4%	6	703
CCOC(=O)N1CCN(C(=S)Nc2cc(S(=O)(=O)N3CCOCC3)ccc2Cl)CC1	3.8	1.0	5.8	0.0082	-0.33	-0.5	0.34	-15	-12	-0.19	1253	2.2%	2.4	1082	i	-17	-4.5%	4	688
COCCCn1c(SCC(=O)N2CCCCC2C)nnc1-c1ccco1 (stereo not drawn)	1.8	1.3	12	-0.19	-0.2	0.039	-0.13	-17	-6	-0.02	1628	-0.1%	1.1	1410	i	8	-5.3%	nt	nt
Cc1ccc(OCC(=O)Nc2cc(C)on2)c([N+](=O)[O-])n1	3.1	2.4	3.2	-0.57	-0.32	0.37	-0.12	3	1	0.96	1487	-0.7%	0.9	1546	i	11	-0.4%	9	698
CCN(CC)S(=O)(=O)c1ccc(N2CCOCC2)c(NC(=O)c2cccc(C#N)c2)c1	4.3	2.9	7.3	-0.055	-0.35	0.33	0.41	-4	11	-1.8	1208	-0.8%	-3.0	1096	i	-5	-4.5%	-1	676
CC(=O)Nc1c(O)nc(SCC(=O)Nc2ccc(C(C)=O)cc2)[nH]c1=O	3.4	1.2	7.6	-0.24	-0.24	-0.78	0.55	-10	-5	-0.12	1188	0.5%	nt	nt	i	-4	-5.7%	2	772
NC(=O)CSc1nc2cc3c(cc2c(=O)n1CCCC(=O)NCc1ccc2c(c1)OCO2)OCO3	2.3	1.5	7.9	-0.74	-0.22	-0.5	0.16	-9	0	-0.08	1347	0.0%	-2.2	961	i	-15	-0.3%	nt	nt
COc1ccccc1NCC(=O)N/N=C/c1cccnc1	2.3	1.7	9.3	-0.24	-0.19	0.5	0.63	-11	-7	0.13	1331	-3.3%	-1.0	1305	i	-8	-5.9%	nt	nt
CC(C)(C)NC(=O)c1cc(F)c(F)cc1Cl	1.4	1.6	9.9	-0.3	-0.099	0.16	-0.21	3	25	1	799	-3.9%	-2.7	1224	i	-4	-6.9%	-12	742
C/C(=N\Nc1cccc(C(F)(F)F)c1)c1ccc(O)cc1	4.6	2.4	7.0	-2.1	6.7	0.28	0.04	17	40	-0.97	1208	-1.6%	0.6	1093	i	9	-4.4%	4	696
CN1CCN(NC(=O)c2cn(-c3ccccc3)nc2-c2cccc(Br)c2)CC1	4.7	3.6	7.0	-0.52	-0.23	0.026	0.68	-12	4	-0.53	1175	-0.8%	0.9	999	i	10	-2.0%	4	701
Cc1oc(-c2ccc(Cl)cc2)cc1C(=O)/C(C#N)=C/Nc1ccccc1	nt	nt	nt	0.16	-0.11	0.088	-0.53	nt	nt	0	1322	nt	8.9	961	nt	nt	nt	2	710
CCCCC(c1nnnn1C1CCCC1)N1CCN(C2CCCCC2)CC1 (stereo not drawn)	3.7	3.8	7.7	0.14	-0.17	0.27	-1.2	-6	-7	-0.07	1164	nt	0.2	1122	i	-5	-6.4%	-8	694
NC(N)=N/N=C/c1ccc(Cl)c(Cl)c1	nt	nt	nt	4.1	-0.1	2.4	-0.35	nt	nt	-1.3	899	nt	2.0	1185	nt	nt	nt	-7	661
O=c1c(O)c(-c2ccc(O)cc2O)oc2cc(O)cc(O)c12	2.5	2.6	8.3	-0.57	-0.098	0.25	0.98	7	-8	nt	nt	-1.4%	nt	nt	i	31	-4.3%	-8	721
CC1=CC(C)(C)NC(=S)N1c1cc(C)cc(C)c1	2.2	2.2	4.2	0.67	-0.28	0.21	0.31	24	24	nt	nt	1.4%	-2.8	1027	i	-5	-4.4%	2	756
CCOc1ccc2c(c1)c(N=NC(=N)N)c(O)n2C	8.3	17	9.6	1	-0.17	0.71	-2	-1	14	-0.12	1511	-1.6%	5.4	997	i	6	-7.2%	3	646

Going on with the list:
SMILES	MT stabilizer	MT stabilizer Hoechst-high %	MT stabilizer cytotoxicity %	Dynein transport	Dynein transport cytoplasmic EGFP	Dynein transport nuclear GR-EGFP	Dynein transport cell count	WT yeast gro inh	WT yeast gro inh mutant strain	Insulin prom up	Insulin prom up cell count	ER stress rescue	b-catenin transl	b-catenin transl cell count 5 µM	Autophagy mod	Autophagy mod cell loss 18 h	XIAP displacement	Hep lipid drop	Hep lipid drop cells 6.5 µM
CCOc1ccc(N(C(=O)CNC(=O)c2ccco2)C(C(=O)NC2CCCC2)c2ccncc2)cc1 (stereo not drawn)	1.0	1.4	7.9	-0.013	-0.3	-0.58	0.92	18	-9	-0.04	1465	2.1%	-0.3	1475	i	22	-3.1%	8	655
COc1ccc(/C=C/C(=O)NC(=S)NNC(=O)c2cccs2)cc1OC	nt	nt	nt	-0.2	-0.79	-0.39	0.084	nt	nt	-1	957	nt	6.1	1210	nt	nt	nt	5	677
Cc1ccccc1Nc1nc(N)nc(CCl)n1	nt	nt	nt	0.53	-0.24	0.21	-0.26	nt	nt	-1.3	964	nt	1.0	1299	nt	nt	nt	-26	721
CNC(=O)CSc1nnc(-c2ccco2)n1-c1ccccc1OC	4.8	1.9	5.5	0.87	-0.011	0.56	-2.2	nt	nt	0.3	1377	0.1%	-0.6	886	i	16	-3.0%	nt	nt
Oc1cccc(C(=S)N2CCN(Cc3ccccc3)CC2)c1	40	0.0	86	1.1	-0.23	0.54	0.38	4	-8	-0.67	1791	-2.1%	-0.2	1057	i	-4	-3.8%	22	575
Cc1cc(C)cc(NC(=S)N=Nc2c(O)n(C)c3ccc(S(=O)(=O)N4CCOCC4)cc23)c1	5.5	1.2	11	1	0.026	0.81	-1.6	6	0	-1.1	1115	5.2%	1.0	1149	i	11	-7.2%	5	669
COC(=O)c1ccc(OC(=O)c2ccccn2)cc1	3.3	2.1	8.0	0.54	-0.21	0.69	0.42	15	14	-0.56	929	-2.8%	-3.4	1200	i	30	0.0%	10	764
Cc1ccc(S(=O)(=O)N2CCCN(S(=O)(=O)c3ccc(C)c(C)c3)CC2)cc1C	4.1	1.7	3.0	2.2	-0.18	1.8	-1.2	0	-11	1.2	793	-2.4%	-1.1	1114	i	-1	-1.5%	-3	789
Cc1ccc2nc(C(O)C(O)c3nc4ccc(C)cc4[nH]3)[nH]c2c1 (stereo not drawn)	3.0	2.2	5.5	-0.91	-0.026	-0.26	1.4	13	2	0.44	1135	-1.5%	-3.5	1136	i	-1	-7.3%	-34	734
COc1cc(CN2CCN(Cc3ccc(C)cc3)CC2)c([N+](=O)[O-])cc1OC	2.9	3.1	11	0.42	-0.35	0.51	1.2	-11	11	0	1410	-1.1%	-2.3	1162	i	12	-5.5%	-10	718

Bioassay records (PubChem)
